V-ATPase pH: yeast V-ATPase proton transport regulation by pHLuorin; S. cerevisiae, pHLuorin cytosolic pH fluorescence; response, % at 10 µM; 0.37% of 350,000 active; in the data active = response mostly above about 7.3%, no sharp cut-off; inactive = mostly below about 5.4%; note: actives read high; inactives centre near 0; some compounds called inactive have numbers as strong as hits; reference of the scale not given here
Wnt act: Wnt/beta-catenin pathway activation | Wnt/beta-catenin reporter cell assay, activator, plate reader | activation, % at 9.35 µM | 1.2% of 300,000 active; in the data active = activation above about 30%, passing the limit was not always enough;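 note: 0% = neutral control wells and 100% = positive control wells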
Pemphigus Ab inh: inhibitors of pemphigus antibody binding to human desmoglein-3 | P32926 | DSG3-coupled beads, scFv-anti-DSG3-GFP binding, flow cytometry; active compounds read low | binding (percent of control), % at 10 µM | 0.48% of 310,000 active;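 active = binding more than 3 SD below its plate's average and above zero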;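 note: hits lower antibody fragment binding to DSG3; some compounds called inactive have numbers as strong as hits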
MOR-DOR ag: OPRM1-OPRD1 heterodimerization agonism; P35372+P41143; cells, luminescence; activation, % at 9.3 µM; 0.3% of 340,000 active; in the data active = activation above about 18%;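 note: 0% = vehicle-treated cells and 100% = reference agonist; values of inactives mirror those of a sister screen read the other way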
MOR-DOR inv ag: inverse agonist of human OPRM1-OPRD1 heterodimerization; 0.21% of 340,000 active; cell-based MOR-DOR heterodimer luminescence, inverse agonism; AID 504357; inhibition, % at 9.3 µM; in the data active = inhibition above about 22%, passing the limit was not always enough;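 note: 0% = cells with DMSO and 100% = wells without cells with DMSO; values of inactives mirror those of a sister screen read the other way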
Keap1 Nrf2 FP: Keap1-Nrf2 (human) interaction inhibition. Q14145. Keap1 Kelch-Nrf2 peptide fluorescence polarization, 1536-well. inhibition, % at 9.4 µM. 0.15% of 340,000 active. AID 504523; in the data active = inhibition above about 12%;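 note: human Keap1 Kelch domain with fluorescein labeled Nrf2 9mer peptide probe; 0% = neutral control wells and 100% = peptide positive control; higher means more block of Keap1 binding to Nrf2 peptide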
Target sequence (Q14145 whole entry, looked up, the tested form may be a part): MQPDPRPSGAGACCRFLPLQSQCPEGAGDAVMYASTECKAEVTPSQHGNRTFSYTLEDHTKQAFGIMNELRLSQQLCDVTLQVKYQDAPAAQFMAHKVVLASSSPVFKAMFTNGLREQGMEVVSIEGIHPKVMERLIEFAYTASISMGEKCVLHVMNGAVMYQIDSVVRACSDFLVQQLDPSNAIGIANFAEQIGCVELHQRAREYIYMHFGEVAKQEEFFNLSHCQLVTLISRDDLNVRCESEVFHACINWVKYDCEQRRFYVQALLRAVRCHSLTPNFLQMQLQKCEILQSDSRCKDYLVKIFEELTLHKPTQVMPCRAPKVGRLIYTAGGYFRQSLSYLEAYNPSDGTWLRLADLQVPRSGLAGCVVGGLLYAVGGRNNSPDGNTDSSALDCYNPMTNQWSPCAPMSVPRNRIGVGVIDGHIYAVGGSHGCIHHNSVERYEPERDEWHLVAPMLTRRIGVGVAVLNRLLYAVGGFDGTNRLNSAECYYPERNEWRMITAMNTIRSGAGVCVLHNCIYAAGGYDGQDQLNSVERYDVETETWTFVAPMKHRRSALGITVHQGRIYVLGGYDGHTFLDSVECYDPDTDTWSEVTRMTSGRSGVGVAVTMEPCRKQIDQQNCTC
C-LANA FP: KSHV C-LANA DNA binding inhibition; MBP-C-LANA/FAM-LBS DNA binding, fluorescence polarization; inhibition, % at 9 µM; 0.078% of 340,000 active;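 active = highest replicate inhibition at or above 60% at 9 µM, even if other replicates fall short; inactive = all replicates below 60% inhibition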;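 note: 0% = neutral control wells and 100% = 4 µM acridine orange control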
Cardiac RTF inh: cardiac RTF calcium desensitization; 0.12% of 340,000 active; IANBD-labeled cardiac RTF, Ca2+ fluorescence; inhibition, % at 7.15 µM; P19429+P45379;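 active = inhibition above the mean inhibition of all tested compounds plus 3 SD, cut at about 17% in these data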;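 note: assay run at fixed EC70 calcium of 1.6 mM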
RTF Ca sens act: increases calcium sensitivity of human cardiac regulated thin filaments. 0.24% of 340,000 active. activation, % at 7.2 µM. IANBD-labeled TnC RTF fluorescence at EC20 calcium; 0% EC20 calcium, 100% full calcium. P19429+P45379;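 active = activation above the mean over all tested compounds plus 3 SD, cut at about 30% in these data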;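 note: rise in fluorescence read as greater calcium sensitivity of cardiac thin filaments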
Arrestin-AP2 inh: inhibitors of human beta-arrestin and AP2 interaction; FITC-arrestin peptide / GST-AP2 beads, flow cytometry; AP2 beta2 appendage carries R879A mutation; inhibition, % at 10 µM; 0.31% of 340,000 active;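 active = inhibition above a set limit, near 3 SD of compounds lacking own fluorescence, cut at about 54% in these data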;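 note: plate controls were DMSO wells for no effect and 5 µM unlabelled arrestin peptide for full effect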
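System: GST-AP2 R879A glutathione beads. Medium: PBS with 0.05% Tween 20 and 0.1% BSA. Also added: FITC-arrestin peptide, 50 nM. Incubation: 12 min plus 1 h, RT. Measured by: high-throughput flow cytometry of beads, ex 488, em 535 nm. Evaluation: percent drop in bead-associated FITC signal.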
Numbers without * were called inactive; / = not tested or not shown.

SMILES,V-ATPase pH,Wnt act,Pemphigus Ab inh,MOR-DOR ag,MOR-DOR inv ag,Keap1 Nrf2 FP,C-LANA FP,Cardiac RTF inh,RTF Ca sens act,Arrestin-AP2 inh
CS(=O)(=O)c1ccc(Cl)c(NC(=O)CSc2nnc(-c3cccs3)n2N)c1,-2.6,-1.2,102.9,-1.7,7.0,-1.8,-0.1,6.5,3.6,7.1
Cc1ccc(CN(C)C(=O)CN2C(=O)NC3(CCCC3)C2=O)o1,1.9,0.6,103.8,-3.6,13.9,-6.3,-1.1,1.2,-0.1,-3.1
CC1(C)Cc2c(sc3nnn(Cc4ccc(Cl)cc4)c(=O)c23)CO1,-1.4,/,105.4,4.5,-23.6,-1.7,-1.6,-24.2,3.9,-3.0
c1ccc(C[n+]2ccc3ccccc3c2)cc1,3.3,0.0,/,-4.1,20.2,-3.0,2.3,-7.5,-4.2,5.0
O=C1CN(S(=O)(=O)c2cc(C(=O)O)ccc2Cl)c2ccccc2N1,-0.9,-2.4,114.5,-0.2,1.6,-1.3,0.5,5.0,2.6,17.6
NCCCC[C@@H]1NC(=O)c2cc([N+](=O)[O-])cc(I)c2SC[C@@H](C(N)=O)NC(=O)[C@H](CCC(N)=O)NC1=O,-1.2,-2.3,106.9,2.9,-16.8,-2.4,-0.4,-2.3,-5.8,36.2
Cc1ccc(Nc2c(-c3ccc(N4CCOCC4)cc3)nc3ncccn23)cc1C,-1.4,0.1,107.1,0.3,-2.1,0.3,-0.3,-4.9,3.0,6.8
COc1ccc(S(=O)(=O)N2CCN(C)CC2)c2ccccc12,-1.0,0.1,111.5,-0.1,0.6,-6.6,1.0,-12.9,3.8,-0.6
O=C(O)CC(C(=O)Nc1ccc(Cl)cc1Cl)C1CCCO1 (centres undefined),-0.3,3.7,101.2,-3.0,13.6,-2.0,0.9,-1.1,6.7,2.4
O=C(NCc1ccccn1)c1ccc(CNS(=O)(=O)c2ccc(F)cc2)cc1,-3.5,-3.2,106.5,-3.2,14.9,4.3,2.5,0.6,0.4,/
CCCNC(=O)COC(=O)C1CCN(S(=O)(=O)c2ccc3c(c2)OCCO3)CC1,-4.0,6.4,102.7,-0.6,3.9,3.1,1.0,-7.7,-0.1,-3.8
c1ccc(CN2CN=C(Nc3nc4ccccc4s3)NC2)cc1,0.7,8.7,100.5,-1.3,6.7,2.9,0.5,-1.0,-1.1,22.3
Cc1cc(=O)[nH]c(NCc2ccccc2)n1,-0.1,-11.8,99.4,-4.4,23.1,2.6,0.6,5.0,-2.1,38.7
CC1CC1C(=O)Nc1ccc(-c2ccccc2)cc1 (centres undefined),-0.9,28.0,89.7,0.0,0.0,-1.1,1.1,-4.6,-1.4,7.0
CCc1ccc(C(=O)CSc2n[nH]c(-c3ccncc3)n2)cc1,4.1,-0.2,85.8,-2.2,12.3,-0.5,-0.3,-11.6,-6.0,-9.3
O=C(Nc1ccc(-c2nc3ccccc3[nH]2)cc1)c1cccc(N2C(=O)CCC2=O)c1,3.9,/,87.4,-1.2,6.0,-3.4,1.1,-18.3,8.6,0.1
COc1ccc(Cl)cc1N(CC(=O)Nc1ccccc1SC)S(C)(=O)=O,2.5,-1.9,98.3,-2.0,10.0,0.9,1.6,1.5,-1.8,10.1
Cn1ncc(Br)c1C(=O)Nc1ccc(F)cc1F,-2.2,4.8,98.3,-1.8,11.2,5.1,1.7,4.4,3.0,-6.4
CC(C)(C)OC(=O)N1CCN(C(=O)Nc2ccc3c(c2)OCCO3)CC1,3.1,12.0,/,-0.6,2.7,1.9,-1.2,0.8,3.3,-16.7
O=C(NCc1ccccc1)Nc1cccn(Cc2c(F)cccc2Cl)c1=O,-1.9,2.6,98.6,0.3,-1.4,0.4,0.3,-2.4,6.0,1.8
O=C(Oc1ccccc1)n1c(=S)oc2ccccc21,0.7,1.5,99.3,2.0,-14.5,1.0,-0.7,-1.2,-5.2,-5.2
CCn1cc(-c2cc(C(=O)O)c3ccccc3n2)c(C)n1,2.3,18.4,107.9,0.7,-3.9,-2.8,-0.9,-1.2,2.6,1.7
O=C1N=C(N2CCOCC2)SC1=Cc1ccco1,4.4,-1.3,114.2,0.0,0.0,-1.0,3.0,-7.4,-2.1,-15.8
CC(C)c1ccc(NC(=O)CCC(=O)NCc2ccco2)cc1,-3.9,6.4,98.9,2.4,-10.9,4.6,2.6,-13.9,0.0,-12.7
CCCc1cc(-c2ccc3c(c2)COc2c4ccccc4nn2-3)on1,-4.1,35.5*,102.4,0.1,-0.6,-8.4,-0.1,-2.3,11.1,2.7
Cc1ccc(C)c(NS(=O)(=O)c2ccc(-c3cnc(C4CC4)o3)cc2)c1,3.5,-10.1,112.0,6.1,-30.4,2.8,0.5,-4.8,-5.8,22.8
Cn1cc(S(=O)(=O)N2CCCC2)cc1C(=O)NCc1ccccc1,-1.4,-1.2,97.6,-1.4,8.4,3.6,1.5,1.2,2.8,4.5
O=S(=O)(Nc1nc2ccccc2nc1Cl)c1ccc(Br)cc1,-0.6,-0.9,100.3,3.2,-17.7,-2.2,1.4,0.6,8.2,-33.4
O=C(NCc1ccc(F)cc1)C1CCC(CNS(=O)(=O)c2ccccc2)CC1 (centres undefined),2.5,-1.3,105.6,-0.5,2.4,-3.2,1.2,-7.5,-1.6,18.5
O=C(Nc1ccc2c(c1)OCCO2)N1CCOCC1,2.5,26.3,/,-2.6,12.1,-9.0,1.7,1.3,4.8,10.8
COC(=O)c1ccccc1NC(=O)CSc1nnc(-c2ccc(OC)cc2)n1C,-4.6,-0.8,/,-1.1,6.3,2.0,0.5,-1.9,-3.6,5.6
NC(=O)[C@@H]1CC2(CC(c3cccc(NC(=O)[C@@H]4CCC(=O)N4)c3)=NO2)CN1C(=O)Cc1ccc([N+](=O)[O-])cc1 (some centres undefined),5.2,-1.8,97.5,-2.2,12.5,3.2,1.5,-8.9,-0.6,24.6
CSc1nc2ccccc2n1C(=O)NC1CCCCC1,-3.2,/,108.9,-1.8,9.9,-1.0,0.4,-11.0,6.0,6.4
CCCNC(=O)COC(=O)c1n[nH]c2ccccc12,0.3,0.0,104.0,-2.2,11.4,-1.0,0.9,1.9,-0.2,20.4
Cc1cc(C(=O)NC2CC(C)(C)Cc3c2cnn3-c2cccc(F)c2)nn1C (centres undefined),-0.7,-0.5,102.7,-2.2,12.1,-3.3,1.2,-0.9,0.9,19.6
c1cncc(C(c2nnnn2C2CCCCC2)N2CCCCC2)c1 (centres undefined),0.4,-1.6,105.5,1.5,-7.3,-1.8,2.7,-3.4,-2.5,-13.2
Cc1ccc(-c2cc(C(=O)N3CCCC(C(F)(F)F)C3)c3ccccc3n2)o1 (centres undefined),-1.1,-0.6,101.2,0.2,-1.0,1.4,-0.2,6.9,-5.2,-3.3
COc1cc([N+](=O)[O-])ccc1NC(=S)Nc1cccc(C(=O)O)c1,2.5,2.3,118.9,-3.0,16.2,-4.5,0.6,2.6,1.6,2.7
COc1ccc(OC)c(/C=N/N2CCN(c3ccc(Cl)cc3)CC2)c1,0.1,-1.8,103.3,-2.6,11.5,-2.3,1.8,-4.8,-2.4,2.0
CCc1cc2c(=O)c(-c3nc4ccccc4[nH]3)coc2c(CN2CCCCC2C)c1O (centres undefined),-1.8,0.2,103.8,-1.9,9.2,-4.8,0.9,-4.5,-2.8,0.2
COC(=O)c1ccc(C(C(=O)NC2CCCCC2)N(CCc2ccccc2)C(=O)Cc2cccs2)cc1 (centres undefined),-0.3,/,98.7,0.4,-2.3,0.4,-3.4,-4.8,2.7,10.6
O=C(Cn1cnc2ccccc2c1=O)OCCCCN1C(=O)c2ccccc2C1=O,2.8,/,104.5,1.0,-4.4,2.0,-0.8,-3.1,4.5,4.8
O=C(O)c1cccc(S(=O)(=O)NCC2CCCO2)c1 (centres undefined),0.3,/,/,-3.5,21.4,-3.3,3.2,2.5,0.1,-8.4
COc1ccc(-c2csc(NC(=O)CN3C(=O)CCC3=O)n2)cc1,2.4,0.7,99.8,-1.7,8.7,-0.1,-1.0,0.3,3.5,5.8
O=C(NC1CCS(=O)(=O)C1)c1cccc(Br)c1 (centres undefined),1.8,-2.0,98.3,-2.6,16.8,0.7,-0.4,-2.3,4.3,1.0
CSc1ccc(S(=O)(=O)NCCSC(C)(C)C)cc1,0.4,/,103.0,7.0,-35.8,-2.5,-1.1,0.9,-3.8,-5.0
COC(=O)c1cccc(-n2nnnc2SCC(=O)Nc2nc3c(s2)CCCC3)c1,24.3*,/,106.6,2.7,-14.7,-2.2,0.8,-18.6,3.9,33.6
Cc1cc2ncn(C3CC(=O)N(C)C3=O)c2cc1C (centres undefined),-3.6,-3.1,96.9,/,/,-0.5,0.0,-1.4,-2.9,19.6
Cc1cccc(NC(=O)c2cc(-c3cc(Cl)ccc3O)n[nH]2)c1,1.2,/,97.2,4.0,-19.0,-3.6,9.8,-3.8,-0.2,-13.7
CCCCN1C(=O)C(=Nc2cccc3cnccc23)c2ccccc21,-1.0,0.1,97.1,-6.5,30.0,5.8,-0.8,-4.5,1.7,6.0

The list continues:
SMILES,V-ATPase pH,Wnt act,Pemphigus Ab inh,MOR-DOR ag,MOR-DOR inv ag,Keap1 Nrf2 FP,C-LANA FP,Cardiac RTF inh,RTF Ca sens act,Arrestin-AP2 inh
COc1cc(C(=O)Oc2ccccc2/C=N/NC(=O)c2ccc(Cl)cc2Cl)cc(OC)c1OC,-4.3,/,99.1,1.8,-10.8,-3.9,1.7,4.2,-2.1,-0.7
c1ccc(-c2noc(C3CCC3)n2)nc1,-0.8,11.5,109.5,/,/,/,/,/,/,6.7
COc1cc(C(C)=O)ccc1OCC(O)CN1CCN(c2cc(C)cc(C)c2)CC1 (centres undefined),10.1,-0.8,113.0,0.3,-1.4,-1.3,0.5,-9.5,-3.5,30.5
O=C(/C=C/c1cccs1)NC(=S)Nc1ccccc1,-6.7,13.1,123.5,7.4,-36.0,-0.6,0.3,-3.4,-3.4,50.1
COC(=O)C1CCN(C(=O)/C=C/c2ccc(OC)cc2)CC1,3.0,56.7*,113.2,-1.2,7.0,-1.2,0.8,4.0,3.4,1.5
CC(C)=CCC[C@](C)(O)C1CC[C@]2(C)C1[C@H](O)CC1[C@@]3(C)CC[C@H](O[C@@H]4O[C@H](CO)[C@@H](O)[C@H](O)[C@H]4O[C@@H]4O[C@H](CO)[C@@H](O)[C@H](O)[C@H]4O)C(C)(C)C3CC[C@]12C (some centres undefined),-5.8,-2.4,108.8,0.3,-2.0,-1.0,1.2,-7.2,-3.9,-0.7
COc1ccc(NC(=O)c2ocnc2C)cc1OC,0.8,1.9,100.4,-0.8,4.2,1.0,1.4,-4.4,0.7,0.7
O=C(c1ccccc1)N1CCCCC(Cl)C1=O (centres undefined),-2.5,-1.1,98.9,-0.8,4.7,-1.2,0.0,-2.9,-4.9,0.4

Screens deposited in PubChem BioAssay by several laboratories.
